hERG protect – hERG rescue from dofetilide block, primary screen, cell-based, CHO-hERG, FluxOR thallium flux, dofetilide IC70; Voltage-gated inwardly rectifying potassium channel KCNH2 (Homo sapiens), Q12809; activation (rescue from dofetilide block), less the hit threshold, % at 10 µM; dofetilide IC70 present; 310,000 compounds, 0.51% hits;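 active means activation above the mean of controls blocked by dofetilide plus 5 SD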;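 further: thallium influx through hERG after potassium depolarization seen as dye fluorescence rise; in these data hits start at about 4.7%; inactives centre near -7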
Target sequence (Q12809 whole entry, looked up): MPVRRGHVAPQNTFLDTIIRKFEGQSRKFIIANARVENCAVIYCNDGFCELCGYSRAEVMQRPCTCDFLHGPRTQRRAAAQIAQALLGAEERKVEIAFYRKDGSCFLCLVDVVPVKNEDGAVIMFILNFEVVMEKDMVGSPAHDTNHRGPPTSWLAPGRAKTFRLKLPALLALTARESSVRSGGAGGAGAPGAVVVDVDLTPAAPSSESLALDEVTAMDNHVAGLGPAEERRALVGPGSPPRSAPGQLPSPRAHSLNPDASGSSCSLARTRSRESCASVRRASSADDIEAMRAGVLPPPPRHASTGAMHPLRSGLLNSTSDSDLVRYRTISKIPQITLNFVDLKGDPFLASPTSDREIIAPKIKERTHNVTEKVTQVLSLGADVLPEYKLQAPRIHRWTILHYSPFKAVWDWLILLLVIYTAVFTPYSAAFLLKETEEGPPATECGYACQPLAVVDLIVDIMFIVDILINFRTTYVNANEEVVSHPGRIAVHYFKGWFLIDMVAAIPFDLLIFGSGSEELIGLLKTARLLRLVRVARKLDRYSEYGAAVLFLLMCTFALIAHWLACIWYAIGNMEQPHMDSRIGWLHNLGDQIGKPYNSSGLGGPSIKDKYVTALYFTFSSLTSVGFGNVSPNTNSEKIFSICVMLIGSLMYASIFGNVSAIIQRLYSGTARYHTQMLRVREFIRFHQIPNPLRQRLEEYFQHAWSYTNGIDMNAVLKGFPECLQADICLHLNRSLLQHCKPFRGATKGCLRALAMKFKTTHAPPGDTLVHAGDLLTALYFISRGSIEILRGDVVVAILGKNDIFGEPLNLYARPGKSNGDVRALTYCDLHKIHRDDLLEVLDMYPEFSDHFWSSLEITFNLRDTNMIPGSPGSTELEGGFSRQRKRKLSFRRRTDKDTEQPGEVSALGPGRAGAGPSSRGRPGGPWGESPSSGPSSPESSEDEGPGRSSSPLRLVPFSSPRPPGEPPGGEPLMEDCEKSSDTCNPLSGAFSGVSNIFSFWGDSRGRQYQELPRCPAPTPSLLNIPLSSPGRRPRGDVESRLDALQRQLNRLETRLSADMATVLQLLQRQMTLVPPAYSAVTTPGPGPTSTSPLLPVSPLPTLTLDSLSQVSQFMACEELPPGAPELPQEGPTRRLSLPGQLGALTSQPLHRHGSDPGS
RGS4 inh – RGS4 inhibitors, primary screen, cell-based, HEK293 M3R inducible RGS4, calcium flux | 310,000 compounds, 0.45% hits | AID 463165, 2010 | Fluo-4 calcium flux; stronger effect = higher value; triggered by carbachol at its EC20 | B-score at 10 µM | Regulator of G-protein signaling 4 (Homo sapiens), P49798;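 active means B-score, a plate-corrected calcium signal, over three deviations above library mean, with baseline fluorescence within five deviations of library mean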;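 further: RGS4 expression induced by doxycycline in cells with stable M3 receptor; B-score is computed from the integrated fluorescence ratio over baseline after carbachol; higher B-score means a larger calcium signal and so more RGS4 inhibition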
KCNQ1 act – potentiators or activators of KCNQ1 channel, primary screen, cell-based, thallium flux, high-throughput | Potassium voltage-gated channel subfamily KQT member 1 (Homo sapiens), P51787 | CHO-K1 KCNQ1, thallium flux FluxOR fluorescence; stronger effect = higher value | B-score at 10 µM | 310,000 compounds, 0.35% hits | AID 2648, 2010;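 active means fluorescence ratio B-score, a plate-corrected score, at least three library SD, with initial intensity B-score within 5 SD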
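System: Stable KCNQ1 CHO-K1 line | Incubation: 90 min dye loading and 20 min compound exposure, both at room temperature | Measure: Ratio B score | Medium: Assay buffer for compound exposure, DMSO matched across wells | Compound dosing: Single-concentration screen | Probe or stimulus: K+/Tl+ depolarizing stimulus | Measured by: Kinetic FluxOR fluorescence, 10 s baseline plus 110 s post-stimulus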
ANO1 block – TMEM16A chloride channel inhibitors, primary screen, cell-based, HTS | HEK293 TMEM16A/YFP iodide influx fluorescence, ionomycin | normalized B-score (activity score, 25-100; higher = stronger inhibition) at 10 µM | 310,000 compounds, 1.2% hits | Anoctamin-1 (Mus musculus), Q8BHY3;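 active means ratio plate-corrected score three or more library SD toward inhibition, starting fluorescence score within five deviations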;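 further: score derived from kinetic fluorescence span divided by baseline fluorescence per well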
RGS4 pot – RGS4 potentiators or activators, primary screen, cell-based, HEK293 M3R inducible RGS4, calcium flux. carbachol calcium flux Fluo4; stronger effect = lower value. B-score at 10 µM. 310,000 compounds, 0.92% hits;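 active means B-score of the integrated calcium signal more than 4 SD below the library mean, with starting fluorescence not abnormally high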;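 further: negative B-score means reduced calcium response which marks RGS4 activation or potentiation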
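test system = M3R-expressing HEK293 line, RGS4 induced by doxycycline | probe or stimulus = carbachol at ECmax as muscarinic agonist stimulus | timing = dye loading 30 min 37 °C, buffer rest 30 min RT | signal = calcium dye Fluo4 fluorescence | evaluation = B score from integrated fluorescence ratio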
KCNQ1 block – inhibitors of human KCNQ1 channel, primary screen, cell-based, thallium flux, high-throughput. Potassium voltage-gated channel subfamily KQT member 1 (Homo sapiens), P51787. CHO-K1 KCNQ1, FluxOR thallium flux fluorescence; stronger effect = higher value. B-score at 10 µM. 310,000 compounds, 1.3% hits. AID 2642, 2010;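 active means compounds whose thallium flux B-score, printed positive for inhibition, exceeds three library SD while starting fluorescence stays within three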;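 further: channel opened by potassium depolarization with thallium stimulus after 20 min compound exposure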
KCNK3 block – human KCNK3 channel inhibitors, primary screen, CHO cells, FluxOR thallium flux, B-score | B-score at 10 µM | AID 602410, 2012 | Potassium channel subfamily K member 3 (Homo sapiens), O14649 | 340,000 compounds, 0.84% hits | FluxOR fluorescence; stronger effect = lower value;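 active means B-score under library mean minus 4 SD, starting fluorescence ratio at most library mean plus 5 SD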;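 further: more negative B-score means stronger inhibition of thallium flux through KCNK3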
KCNK9 inh – KCNK9 potassium channel inhibitors, primary screen, HEK293 cells, thallium flux | B-score at 10 µM | Potassium channel subfamily K member 9 (Homo sapiens), Q9NPC2 | FluxOR thallium flux fluorescence; stronger effect = lower value | AID 488922, 2010 | 310,000 compounds, 1.2% hits;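 active means ratio B-score over 3 SD below the library mean, with starting fluorescence within 5 SD of its mean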;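 further: negative B-score means less thallium flux so channel inhibition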
ANO1 activ – TMEM16A chloride channel activators or potentiators, primary screen, cell-based, HTS; Anoctamin-1 (Mus musculus), Q8BHY3; HEK293 TMEM16A/YFP-H148Q/I152L, iodide quench fluorescence; stronger effect = lower value; B-score at 10 µM; 340,000 compounds, 0.3% hits;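 active means fluorescence-ratio B-score plate-corrected deviation score at least 3 library SD below zero, with starting fluorescence score within 5 deviations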;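 further: channel opened by trigger with iodide after compound preincubation; score built on the fluorescence ratio of max minus min over baseline; more negative score means more quench and so TMEM16A activation or potentiation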
HDAC3 inh – HDAC3 deacetylase inhibitors, primary screen, biochemical, fluorescence, cell-free homogeneous; Histone deacetylase 3 (Homo sapiens), O15379; 320,000 compounds, 0.15% hits; inhibition, % at 8.3 µM; recombinant HDAC3, fluorogenic peptide/trypsin coupled; AID 2718, 2010; in the data active means inhibition above about 26%, passing the limit was not always enough; inconclusive means no clear call, values can overlap the other calls
SKKanGAS inh – S. pyogenes SKKanGAS growth inhibitors in kanamycin, primary screen, streptokinase expression inhibitor project, SKKanGAS strain, BacTiter-Glo luminescence; 6 h; inhibition, % at 7.5 µM; 300,000 compounds, 1.3% hits; AID 1662, 2009;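 active means mean replicate score, as percent of positive control median, at least 50; inconclusive means mean below 50 but one replicate at or above 50; inactive means mean and every replicate below 50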;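 further: strain carries kanamycin resistance gene driven by streptokinase promoter and grows in 40 µg/ml kanamycin; loss of luminescence reflects streptokinase promoter inhibition or plain growth inhibition; 0% = median of DMSO wells and 100% = positive control at its reference dose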
Active calls of the source: *; i = inactive; u = inconclusive; x = no result given. Hits appear at their usual frequency; about 6.3% have a hit in one of these screens.

SMILES | hERG protect | RGS4 inh | KCNQ1 act | ANO1 block | RGS4 pot | KCNQ1 block | KCNK3 block | KCNK9 inh | ANO1 activ | HDAC3 inh | SKKanGAS inh
COc1ccc(N2CCN(C(=O)CCCC(=O)c3ccccc3)CC2)cc1 | -9 | i | i | i | i | i | i | i | i | 2 | -2
CCc1cc(C(=O)c2ccc(OC)cc2)c(NC(=O)CN2CCCCC2)s1 | -8 | i | i | i | i | i | i | i | i | 7 | 4
O=C1/C(=C/c2ccccc2)CSc2sccc21 | -11 | i | i | i | i | i | i | i | i | -12 | 12
COc1ccc(C(=O)NCc2nnc(SCC(=O)NO)n2Cc2ccccc2)cc1 | -13 | i | i | i | i | i | i | i | i | 91* | -3
CCCn1c2ccccc2c2cnn(CC(=O)NCCCOC)c(=O)c21 | -1 | i | i | i | i | i | i | i | i | -11 | -3
O=[N+]([O-])c1ccccc1OCCCCN1CCCCC1 | -11 | i | i | i | i | i | i | i | i | 16 | 2
COc1ccc(Nc2nnc(-c3ccc(O)cc3)c3ccccc23)cc1C(N)=O | -16 | i | i | i | i | i | i | i | i | 2 | 18
Cc1cc(NC(=O)COc2ccc3oc4ccccc4c3c2)no1 | -6 | i | i | i | i | i | i | i | i | 3 | -1
O=C(NC(Cc1ccc(O)cc1)C(=O)O)/C(=C/c1ccccc1)NC(=O)c1ccccc1 (stereo not drawn) | -7 | i | i | i | i | i | i | i | i | x | 2
O=C(Nc1ncnc2c1ncn2C1OC(COC(=O)c2ccccc2)C(F)C1O)c1ccccc1 (stereo not drawn) | -6 | i | i | i | i | i | i | i | i | 4 | -5
O=C(Nc1nncs1)c1cc2c(s1)CCC2 | -4 | i | i | i | i | i | i | i | i | -2 | -2
O=c1cc(N2CCC3(CC2)OCCO3)[nH]c(=O)n1-c1ccc(Cl)cc1 | -13 | i | i | i | i | i | i | i | i | 2 | 1
COc1ccccc1NS(=O)(=O)c1ccc(NC(=O)c2nc3nc(C)cc(C(F)F)n3n2)cc1 | -5 | i | i | i | i | i | i | i | i | -1 | 1
Cc1ccc(NC(=O)CSc2nnc(-c3n[nH]c4ccccc34)n2-c2ccccc2)c(C)c1 | -4 | i | i | i | i | i | i | i | i | -3 | 19
CCN(CC)S(=O)(=O)c1cccc(-c2nnc(SCCCC(=O)c3ccccc3)o2)c1 | -19 | i | i | i | i | i | i | i | i | 1 | 7
COc1cccc(/C=C/c2nc(S(=O)(=O)c3ccccc3)c(N(C)C)o2)c1 | -4 | i | i | i | i | i | i | i | i | -3 | 7
CC(CNC(=O)c1ccccc1[N+](=O)[O-])NC(=O)c1ccccc1[N+](=O)[O-] (stereo not drawn) | -11 | i | i | i | i | i | i | i | i | 1 | 3
COc1ccc(CNc2nc(Cl)c(C#N)s2)cc1 | -1 | i | i | i | i | i | i | i | i | 8 | -2
CCOC(=O)N1CCN(S(=O)(=O)CCNC(=O)c2ccccc2)CC1 | -5 | i | i | i | i | i | i | i | i | 4 | -3
COc1cccc(Nc2ccc(C(=O)O)cc2[N+](=O)[O-])c1 | -11 | i | i | i | i | i | i | i | i | 0 | -1
COc1ccc(OC)c(NC(=O)c2cccc(C)c2[N+](=O)[O-])c1 | -13 | i | i | i | i | i | i | i | i | -6 | 4
CC(/C=N/NC(=O)c1cc(-c2ccc3ccccc3c2)n[nH]1)=C\c1ccco1 | -5 | i | i | i | i | i | i | -6.6* | i | -6 | 2
CCOC(=O)C1C(=O)OC(C)(C)C1C(C)C(=O)c1ccc(OC)cc1 (stereo not drawn) | -5 | i | i | i | i | i | i | i | i | -1 | -14
COc1ccc(C(=O)Nc2ccccc2N2CCCC2)cc1 | -6 | i | i | i | i | i | i | i | i | -3 | -3
Oc1ccccc1CN(Cc1ccco1)CC(O)COCc1ccc(Cl)cc1 (stereo not drawn) | -8 | i | i | i | i | i | i | i | i | 3 | 8
Cc1ccn2c(C(=O)NNC(=O)Nc3ccc(Cl)cc3)c(C)nc2c1 | -13 | i | i | i | i | i | i | i | i | 5 | x
COc1ccccc1-n1c(SCC(=O)Nc2ccc3c(c2)OCO3)nc2c(c1=O)SCC2 | -13 | i | i | i | i | i | i | i | i | 9 | 7
O=C(Cc1c(F)cccc1Cl)Nc1ccc(S(=O)(=O)NCC2CCCO2)cc1 (stereo not drawn) | -5 | i | i | i | i | i | i | i | i | 1 | -21
CCOc1ccc(N(CC(=O)N/N=C/c2cc([N+](=O)[O-])ccc2Cl)S(C)(=O)=O)cc1 | -6 | i | i | i | i | i | i | i | i | 15 | 9
O=[N+]([O-])/C(=C\Nc1ccccc1)S(=O)(=O)c1ccccc1 | -6 | i | i | i | i | i | i | i | i | -1 | 2
Cc1ccc(S(=O)(=O)NNC(=S)Nc2ccccc2)cc1 | -3 | i | i | i | i | i | i | i | i | -15 | -4
O=C(NCC(c1ccco1)N1CCc2ccccc2C1)c1cccc(Br)c1 (stereo not drawn) | -9 | i | i | i | i | i | i | -12* | i | 13 | 1
CCNC(=S)N(CCN(C)C)Cc1cc2cc3c(cc2[nH]c1=O)OCO3 | -5 | i | i | i | i | i | i | i | i | -13 | -1
Cc1ccc(NC(=O)CN2C(=O)NC3(CCCc4ccccc43)C2=O)cc1S(=O)(=O)N1CCOCC1 (stereo not drawn) | -6 | i | i | i | i | i | i | i | i | 4 | -6
COc1ccc(NC(=O)C2C3C=CC4(O3)C2C(=O)N(CCN2CCCCC2C)C4C(=O)NC2CCCC(C)C2C)cc1 (stereo not drawn) | -8 | i | i | i | i | i | i | i | i | -2 | 3
Nc1ccc2oc(-c3ccccc3Cl)nc2c1 | -6 | i | i | i | i | i | i | i | i | x | -1
COc1ccc(-n2c(C)cc(C(=O)COc3ccc(-n4cnnn4)cc3)c2C)cc1 | x | x | x | i | x | x | i | x | i | 0 | -4
Cn1c(=O)[nH]c(=O)c2c1nc(NCc1ccco1)n2Cc1ccccc1Cl | -12 | i | i | i | i | i | i | i | i | -3 | 3
O=C1CS/C(=N/N=C/c2ccccc2)N1Cc1ccco1 | -8 | i | i | i | i | i | i | i | i | 5 | -2
COc1cccc(CSc2nnc(-c3ccncc3)n2C)c1 | -7 | i | i | i | i | i | i | i | i | 5 | x
O=C1c2ccccc2C(=O)N1CCCCSc1nnc(-c2ccc(OC(F)F)cc2)o1 | 1 | i | i | i | i | i | i | i | i | 0 | 1
O=C(Nc1ccc([N+](=O)[O-])cn1)C1CC2CCC1C2 (stereo not drawn) | -3 | i | i | i | i | i | i | i | i | x | 0
O=[N+]([O-])c1ccc(-c2ccc(/C=N/c3c(-c4ccco4)nc4ccccn34)o2)cc1 | -14 | i | i | i | i | i | i | i | i | -4 | 3
Cc1c(Cl)cccc1NC(=O)CCN1CCN(CCO)CC1 | 0 | i | i | i | i | i | i | i | i | -5 | -3
O=C1CN(S(=O)(=O)c2ccc(F)cc2)c2ccccc2N1 | -5 | i | i | i | i | i | i | i | i | 9 | -3
Clc1ccc(CN(Cc2ccccc2)C(c2cccs2)c2nnnn2C2CCCC2)cc1 (stereo not drawn) | -9 | i | i | i | i | i | i | i | i | 0 | 6
O=C(/C=C/c1ccc(Cl)cc1)NCCN1CCOCC1 | -8 | i | i | i | i | i | i | i | i | 5 | 1
CO/N=C/NC(=O)NOCc1ncc(C(F)(F)F)cc1Cl | -4 | i | i | i | i | i | i | i | i | 2 | -5
Clc1ccccc1Cc1noc(CN2CCSCC2)n1 | -1 | i | i | i | i | i | i | i | i | 3 | -3
Cc1cc(C(=O)N2CCC(CO)(Cc3cccc(C(F)(F)F)c3)CC2)n[nH]1 | -4 | i | i | i | i | i | i | i | i | u | 7
The list continues:
SMILES | hERG protect | RGS4 inh | KCNQ1 act | ANO1 block | RGS4 pot | KCNQ1 block | KCNK3 block | KCNK9 inh | ANO1 activ | HDAC3 inh | SKKanGAS inh
CCCn1c(=S)[nH]c2cc(C(=O)N3CCc4ccccc43)ccc2c1=O | -9 | i | i | i | i | i | i | i | i | 9 | 14
N#CN=C(N)c1ccccc1 | -3 | i | i | i | i | i | i | i | i | 0 | -8
Cc1cc(C)c(C#N)c(SCC(=O)N2CCN(Cc3ccccc3)CC2)n1 | -9 | i | i | i | i | i | i | i | i | -2 | 1
CC1CCN(C(=O)CSc2nnc(-c3ccco3)o2)CC1 | -8 | i | i | i | i | i | i | i | i | 3 | -12
CCC(C)C(NC(=O)c1ccccc1NC(=O)c1ccccc1)C(=O)N1CCOCC1 (stereo not drawn) | -5 | i | i | i | i | i | i | i | i | 0 | 3
O=C(NC1CC1)C1CCN(C2CCN(C(=O)c3ccc(C(F)(F)F)cc3)CC2)CC1 | -4 | i | i | i | i | i | i | i | i | 1 | 5
COc1ccc(/C=N/Nc2nc(N)cc(Cl)n2)cc1OC | -8 | i | i | i | i | i | i | i | i | 2 | -3
CCC1CCCCN1CCCNC(=O)c1cc2c(Cl)nc3ccccc3c2s1 (stereo not drawn) | -19 | i | i | i | -8.7* | i | i | i | i | 3 | -6
Cc1ccc(S(=O)(=O)N2CCN(c3ncnc4scc(-c5ccc(F)cc5)c34)CC2)cc1 | -18 | i | i | i | i | 8* | i | i | i | -6 | 4
CCOc1ccc(N2C(=O)CCC2=O)cc1 | -6 | i | i | i | i | i | i | i | i | -1 | 4
